VIM-2 inhibitor – VIM-2 metallo-beta-lactamase inhibitors, primary screen, biochemical, epi-absorbance readout, Pseudomonas aeruginosa enzyme; purified VIM-2, nitrocefin hydrolysis, epi-absorbance fluorescence; inhibition, % at 5.6 µM; 0.89% of 290,000 active; AID 1527, 2009;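 active means inhibition above the mean of all tested compounds plus 3 SD, cutoff set per screening run, cut at about 7.5% in these data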;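 further: red hydrolysis product quenches plate fluorescence so inhibitors raise well fluorescence; 0% = enzyme with DMSO and 100% = DMSO without enzyme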
IMP-1 inh – IMP-1 metallo-beta-lactamase inhibitors, primary screen, biochemical, epi-absorbance readout, Pseudomonas aeruginosa enzyme. metallo-beta-lactamase IMP-1 (Pseudomonas aeruginosa). inhibition, % at 5.6 µM. 0.45% of 290,000 active. purified IMP-1, nitrocefin hydrolysis, epi-absorbance fluorescence;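 active means inhibition above the mean plus 3 SD of all compounds in the same screening run, cut at about 4.5% in these data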;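 further: 0% = IMP-1 with DMSO and 100% = DMSO wells lacking enzyme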
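System: purified recombinant IMP-1 beta-lactamase. Medium: Zinc- and detergent-supplemented HEPES buffer, pH 7.1. Compound: one 5.6 µM dose […]. Schedule: 15 min preincubation plus 25 min reaction at 25 °C. Technique: Epi-absorbance fluorescence, 480 nm excitation, 530 nm emission.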
GPR7 antag – GPR7 receptor antagonists, primary screen, cell-based, fluorescence, single concentration; Neuropeptides B/W receptor type 1 (Homo sapiens), P48145; GPR7-expressing cells, fluorescence antagonist assay; inhibition, % at 4.4 µM; 1.1% of 290,000 active; in the data active means inhibition above about 16%, passing the limit was not always enough;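 further: cells stimulated with the agonist NPW; 0% = agonist with vehicle and 100% = vehicle without agonist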
Target sequence (P48145 whole entry, looked up): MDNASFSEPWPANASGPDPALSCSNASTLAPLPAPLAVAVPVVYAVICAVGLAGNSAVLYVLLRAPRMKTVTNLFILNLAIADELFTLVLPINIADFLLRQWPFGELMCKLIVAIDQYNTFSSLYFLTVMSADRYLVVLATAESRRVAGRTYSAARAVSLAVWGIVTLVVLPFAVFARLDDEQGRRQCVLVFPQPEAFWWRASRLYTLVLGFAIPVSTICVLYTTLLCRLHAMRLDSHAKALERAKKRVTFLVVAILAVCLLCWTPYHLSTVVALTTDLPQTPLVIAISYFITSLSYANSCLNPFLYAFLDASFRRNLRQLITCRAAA
PHOSPHO1 inh – PubChem AID 1565; recombinant PHOSPHO1, absorbance phosphatase assay; 1.1% of 290,000 active; Phosphoethanolamine/phosphocholine phosphatase (Homo sapiens), Q8TCT1; inhibition, % at 13.3 µM; in the data active means inhibition above about 60%
Target sequence (Q8TCT1 whole entry, looked up): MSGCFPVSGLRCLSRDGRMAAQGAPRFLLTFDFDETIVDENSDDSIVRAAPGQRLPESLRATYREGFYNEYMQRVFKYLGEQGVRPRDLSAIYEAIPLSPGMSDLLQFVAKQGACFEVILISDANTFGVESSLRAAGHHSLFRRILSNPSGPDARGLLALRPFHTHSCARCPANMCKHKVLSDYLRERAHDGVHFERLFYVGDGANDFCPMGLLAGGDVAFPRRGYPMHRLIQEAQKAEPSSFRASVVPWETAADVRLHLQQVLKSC
NALP1 yeast inh – NALP1 inflammasome inhibitors in reconstituted yeast, colorimetric, S. cerevisiae, triplicate retest. S. cerevisiae NALP1/ASC/caspase-1 growth, X-gal OD620, 72 h. 0.61% of 280,000 active. inhibition, % at 10 µM; in the data active means inhibition mostly above about 24%, no sharp cut-off; inactive means mostly below about 32%; further: some compounds called inactive have numbers as strong as hits
M18AAP inhibitor – PfM18AAP inhibitors, malaria aminopeptidase, primary screen, biochemical, QFRET, recombinant enzyme. inhibition, % at 7.35 µM. H-Glu-NHMec fluorogenic cleavage. 1.2% of 290,000 active;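 active means inhibition above the campaign mean inhibition over all tested compounds plus 3 SD, cut at about 28% in these data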;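 further: 0% = plate median of test compound wells and 100% = 2 mM ZnCl2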
IDE cell activ – human IDE activators in live cells, primary screen, fluorescence polarization, HEK cells, FAbeta-B substrate; Insulin-degrading enzyme (Homo sapiens), P14735; FAbeta-B cleavage; 0% vehicle, 100% cell-free pure enzyme wells; activation, % at 5.96 µM; 0.073% of 340,000 active; AID 493087, 2011;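 active means activation above the mean of all tested compounds plus 3 SD, set per screening campaign, cut at about 17% in these data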
IDE cell inh – human IDE inhibitors in live cells, primary screen, fluorescence polarization, HEK cells, FAbetaB substrate. 0.41% of 320,000 active. FAbetaB cleavage. AID 434962, 2010. inhibition, % at 5.59 µM;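 active means percent inhibition above the average of all tested compounds plus 3 SD, set per screening campaign, cut at about 16% in these data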;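 further: IDE supplied by intact live HEK cells; FP after avidin binding of uncleaved biotin substrate so inhibition keeps polarization high; 0% = DMSO wells and 100% = 60 µM reference IDE inhibitor Ii1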
p-CIP stab down – p/CIP-EGFP fusion destabilizers, primary screen, fluorescence, F442A cells; Q05BA5; 16 h; decrease of EGFP signal, % at 10 µM; 0.01% of 290,000 active; AID 1984, 2009;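 active means EGFP signal decrease of at least 30% at 10 µM or well 3 SD below plate mean, unless failing retest; inactive means the rest, including hits failing retest or dose response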; further: some compounds called inactive have numbers as strong as hits; many of its hits are not listed in these tables
An asterisk follows results filed as active; x = no result given.

A first look:
Every second line gives: IMP-1 inh	NALP1 yeast inh	VIM-2 inhibitor	M18AAP inhibitor	GPR7 antag	IDE cell inh	PHOSPHO1 inh	p-CIP stab down	IDE cell activ
O=C(NC(C(=O)c1ccccc1)N1CCCCCC1)c1ccco1 (stereo unspecified)
 : -2.9	35.9	-1.9	-1.4	3.1	-5.8	6.0	-2.3	-2.4
CCN(C(=O)COC(=O)/C=C/c1ccccc1[N+](=O)[O-])C1CCS(=O)(=O)C1 (stereo unspecified)
 : -2.9	-12.8	-5.3	4.9	-10.2	4.8	52.7	-8.2	6.6

The listing, repeating the preview:
Every second line gives: IMP-1 inh	NALP1 yeast inh	VIM-2 inhibitor	M18AAP inhibitor	GPR7 antag	IDE cell inh	PHOSPHO1 inh	p-CIP stab down	IDE cell activ
O=C(NC(C(=O)c1ccccc1)N1CCCCCC1)c1ccco1 (stereo unspecified)
 : -2.9	35.9	-1.9	-1.4	3.1	-5.8	6.0	-2.3	-2.4
CCN(C(=O)COC(=O)/C=C/c1ccccc1[N+](=O)[O-])C1CCS(=O)(=O)C1 (stereo unspecified)
 : -2.9	-12.8	-5.3	4.9	-10.2	4.8	52.7	-8.2	6.6
O=C(CCNS(=O)(=O)c1ccc2c(c1)CCC(=O)N2)Nc1ccc(F)c(F)c1
 : -1.7	0.8	-1.9	0.6	9.1	4.2	29.8	6.6	1.0
CCOC(=O)c1cccc(NC(=O)/C(=C\c2ccccc2)NC(=O)c2ccccc2Cl)c1
 : -1.8	-14.7	-1.6	-5.3	-21.8	3.6	13.5	-10.0	-0.6
CCn1cc(C(=O)NCc2ccco2)c(=O)c2cc(S(=O)(=O)N3CC(C)CC(C)C3)ccc21 (stereo unspecified)
 : -4.0	-19.7	-3.9	11.2	-11.0	-2.2	25.7	1.0	4.6
COc1cccc(Cn2nc3c4cc(F)ccc4n(Cc4ccc(F)cc4)cc-3c2=O)c1
 : -3.3	17.2	-2.1	-2.1	-13.7	4.5	21.6	-3.1	-3.4
O=C(CSc1ccccc1C(=O)O)c1ccccc1
 : -0.2	8.6	1.3	-0.6	1.4	0.0	27.3	9.1	3.1
CC(/C=C/C=C/c1ccccc1)=N/NC(=O)c1ccc2c(c1)OCCO2
 : -3.0	6.1	-1.7	-12.1	0.1	4.9	35.7	-12.6	4.2
CNCCOc1ccccc1OC(C)C
 : -3.5	2.8	-4.5	0.2	-4.9	-0.2	34.2	-4.3	5.6
CC1CCN(CCCNC(=O)C2CCN(S(=O)(=O)N3CCC4(CC3)OCCO4)CC2)CC1
 : -3.4	2.6	-3.1	-8.1	-3.8	4.5	3.9	4.9	9.9
CC[C@H](C)[C@H](NC(N)=O)C(=O)Nc1ccc(S(=O)(=O)NC(C)C)cc1
 : -1.9	x	-1.6	0.8	-15.0	-8.1	13.9	1.5	-2.5
Cn1nnnc1SCC(=O)NCc1cccs1
 : -2.2	-76.6	-0.9	-6.0	-3.6	5.4	37.4	4.5	1.0
O=C(NN=C1CCCC1)c1ccccc1O
 : -1.5	5.0	-2.8	-3.6	18.5	-3.0	18.9	-8.2	-2.2
O=C(Nc1ccccc1)Nc1ccccc1C(=O)NCC1CC1
 : -2.3	-1.7	-1.6	-1.1	-6.8	-5.9	24.6	-4.1	-1.5
COc1ccc(CNC(=O)c2ccc3c(c2)NC(=O)C(C)S3)cc1 (stereo unspecified)
 : -3.1	5.6	-2.1	7.2	-13.6	3.7	-23.4	-1.1	4.9
Brc1cc(Cc2nnc(-c3ccccc3)o2)c(Br)s1
 : -0.6	22.5	0.2	-14.3	13.4	2.7	32.7	-15.2	8.9
O=C(NCCc1c[nH]c2ccccc12)C1Cc2ccccc2CN1C(=O)c1ccco1 (stereo unspecified)
 : 0.0	-15.3	-0.2	-13.3	-2.4	4.9	22.6	0.3	1.8
CCC(C)(C)NC(=O)CN(C(=O)CNS(=O)(=O)c1ccc(C)cc1)c1ccc2c(c1)OCCO2
 : -3.2	11.8	-2.0	-1.1	-12.8	1.8	-6.9	8.2	0.9
COCCNC(=O)CCCn1c(=O)c2cc(OC)c(OC)cc2n(CC(=O)NCCC2=CCCCC2)c1=O
 : -0.3	2.2	0.4	1.9	-4.2	-0.8	-19.6	-2.5	-2.5
C=CCn1c(O)c(CN2CCN(Cc3ccccc3)CC2)c(C)c(C#N)c1=O
 : -0.1	-7.7	-1.7	-4.6	-2.2	-0.8	7.1	-16.9	-2.6
CCC1CCC(C(=O)NNC(=O)OC)CC1 (stereo unspecified)
 : -1.7	13.0	-2.1	-5.9	-11.9	8.0	4.7	-4.0	1.0
Cn1c(N2CCN(S(=O)(=O)c3ccc(Cl)cc3)CC2)nc2ccccc21
 : -2.0	-10.6	-1.0	4.2	-3.8	2.1	54.3	-16.9	1.1
CCc1ccc(-c2cc3c(=O)n(CC(=O)NCCCN4CCC(Cc5ccccc5)CC4)nc(C)n3n2)cc1
 : -2.3	11.2	-1.2	-5.2	4.1	0.2	31.5	9.4	6.3
O=C(NCCC(c1ccccc1)c1ccccc1)c1cnccn1
 : -3.2	-11.5	-4.9	4.1	0.5	-1.1	-14.5	-8.9	2.5
O=C(NC(=O)c1ccccc1)Nc1ccc(-c2cnco2)cc1
 : -1.2	7.0	-0.6	3.9	-6.4	-2.8	-0.8	-4.7	x
COC(=O)C1(C)CCc2cc(OC)ccc2C1=O (stereo unspecified)
 : -4.1	28.8	-1.4	-5.2	-11.8	3.5	8.7	0.9	3.1
Cc1ccc(S(=O)(=O)N2CCN(C(=O)c3cccs3)CC2)cc1C
 : -0.9	15.4	-0.8	-13.9	-9.1	-7.4	-32.7	-9.3	-5.0
COc1cc(Cc2nccc3cc(OC)c(OC)cc23)c(S(=O)(=O)O)cc1OC
 : -2.5	17.2	-2.1	-1.1	3.5	-0.4	18.7	-2.6	3.7
N#C/C(=C\c1cn(CC(=O)N2CCCCC2)c2ccccc12)C(=O)NCc1ccc2c(c1)OCO2
 : -5.0	29.5	-3.9	-4.3	-11.3	4.1	-22.0	-8.0	2.3
O=C(Nc1ccc(NC(=O)c2ccc(Cl)cc2Cl)cc1)c1ccc2c(c1)OCO2
 : 0.0	21.6	-2.0	-1.0	8.4	3.6	22.8	-2.1	-1.7
Oc1ccc(N=Cc2ccc(OCc3ccccc3)cc2)cc1
 : -2.5	8.1	-1.0	8.0	-6.7	5.4	31.2	-11.1	-0.3
Cc1cc(/C=C(/C#N)C(=O)O)c(C)n1-c1cccc2ccccc12
 : -1.0	3.9	-3.3	5.2	-2.6	2.0	15.9	0.1	-4.1
COC(=O)CCCNC(=O)c1ccc2[nH]c(C)c(C)c2c1
 : -3.2	-5.2	-1.1	-3.4	-4.2	-3.1	12.3	-1.3	5.5
O=c1cc(Cn2ccnc2)c2cc(O)ccc2o1
 : -4.0	-16.8	-2.2	18.0	-14.3	x	-4.7	0.5	-4.2
COCCNC(=O)Cn1nc(-c2ccc(C)cc2)ccc1=O
 : -2.1	11.2	-2.2	-3.3	-8.4	x	29.0	5.6	0.2
O=C(CSc1ccc([N+](=O)[O-])cn1)Nc1ccc2c(c1)OCCO2
 : -3.7	-22.3	-1.2	2.9	-2.1	1.9	41.8	2.2	1.4
CCCCn1nnc(NC(=O)c2ccc([N+](=O)[O-])cc2Cl)n1
 : -4.7	x	-4.5	-6.7	-1.0	1.8	12.9	-9.2	2.7
COC(=O)c1ccc(S(=O)(=O)NCc2ccc(S(N)(=O)=O)cc2)o1
 : -1.2	4.5	-0.6	-14.2	-5.5	-6.1	37.7	-8.3	-0.8
O=C(OCc1ccccc1)/C(=C/c1ccc(Cl)cc1)NC(=O)c1ccccc1Cl
 : -2.0	10.5	-3.5	3.6	-0.1	-1.4	3.8	-7.0	8.0
CCc1sc(NC(C)=O)nc1-c1ccccc1
 : -2.0	21.8	0.6	-1.2	-1.4	1.0	26.0	3.1	2.9
Cc1c(Cl)cccc1NC(=O)Nc1ccc(C(=O)N2CCCC2)cc1
 : 0.6	34.9	-0.1	1.8	0.1	0.8	-3.9	-11.2	6.1
c1ccc2c(c1)nnn1c3ccccc3nc21
 : -2.0	-0.4	3.0	-3.4	7.7	2.3	-13.5	-5.3	x
Cc1cc(=O)[nH]c(SCC(=O)Nc2nc(-c3ccccc3)c(-c3ccccc3)o2)n1
 : -4.0	17.8	-4.3	8.4	-1.7	-2.1	-32.0	6.7	5.5
O=C1OCC(c2ccccc2)=C1c1ccccc1
 : 1.6	11.5	-1.4	-2.2	-21.7	-2.6	10.8	-10.9	1.0
Cc1oc(-c2ccc(Cl)cc2)nc1CS(=O)CC(=O)NCc1cccs1 (stereo unspecified)
 : -2.7	0.7	0.9	-0.7	-11.9	5.7	13.0	-5.4	0.2
CC(NC(=O)C(c1ccccc1)c1ccccc1)C(=O)O (stereo unspecified)
 : -3.9	6.1	-4.4	5.5	-9.2	1.5	17.2	-11.4	-5.1
COc1cccc(C(=O)N[C@@H](C)C(=O)N2CCC3(CC2)NCCc2[nH]cnc23)c1
 : -0.2	-158.9	-0.7	-13.6	-13.1	3.2	-15.9	-2.5	4.4
O=C(NC1CCCC1)c1ccc2nc[nH]c2c1
 : -0.7	19.0	-1.3	-0.6	-21.6	9.7	-14.2	4.0	-2.7
CCOc1cc(S(=O)(=O)Nc2ncn[nH]2)ccc1Br
 : -1.7	8.9	-2.2	27.5	-9.1	-5.7	38.3	9.8	-0.3
O=[N+]([O-])c1sccc1CS(=O)(=O)c1ccccc1
 : -0.3	-8.2	-0.8	-1.4	-0.6	4.2	11.7	-0.2	8.9

Next part.
Every second line gives: IMP-1 inh	NALP1 yeast inh	VIM-2 inhibitor	M18AAP inhibitor	GPR7 antag	IDE cell inh	PHOSPHO1 inh	p-CIP stab down	IDE cell activ
CC(=O)Nc1ccc(Oc2sc(C(=O)c3ccccc3)c(N)c2C#N)cc1
 : -0.4	4.2	1.1	1.4	-14.2	4.4	20.3	9.0	-10.2
CCC(C(=O)NCc1ccc(F)cc1)N(CCc1ccccc1)C(=O)c1snc(C(N)=O)c1N (stereo unspecified)
 : -1.8	7.6	-1.8	0.8	-10.4	-3.3	18.4	-12.4	5.1
Cc1c(C(C)NC(=O)Nc2ccc(F)cc2F)cnn1C (stereo unspecified)
 : -1.9	21.1	-3.3	-4.7	-7.7	1.0	10.5	7.6	-0.7
Cc1ccc(C(=O)N2CCN(c3ccccc3F)CC2)cc1S(=O)(=O)N1CCOCC1
 : -1.0	7.6	-0.5	-2.7	-12.2	-1.9	-24.1	-7.1	5.4
CCC1CCCCN1CCCNC(=O)C(C)n1nc(C)c2sc3ccccc3c2c1=O (stereo unspecified)
 : -2.9	1.0	-0.9	1.4	-20.2	6.7	18.5	-7.8	-5.1
CC(=O)Nc1c(C)cc(OCC(=O)O)cc1C
 : -2.9	7.5	-2.0	6.0	-19.2	-1.3	-23.1	-0.5	-1.1
CC(=O)c1ccc(NCCC(=O)c2ccccc2)cc1
 : -3.3	19.1	-3.2	2.7	-2.4	4.4	12.0	2.9	-1.6
CCn1c2ccccc2c2nnc(SCC(N)=O)nc21
 : -5.5	-3.2	4.9	1.3	-12.9	4.9	34.9	-9.0	4.1

Screening results deposited in PubChem by several laboratories.
